LYP phosphatase: inhibition of human PTPN22 tyrosine phosphatase – biochemical, DiFMUP fluorescence, recombinant catalytic domain, 10 µM, primary screen (AID 606) | recombinant LYP catalytic domain, DiFMUP fluorescence; higher % means a stronger effect | one-dose inhibition, % at 10 µM; IC50 in µM for titrated hits | 52,000 tested, under 10 active;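 active = IC50 under 40 µM in the dose-response test; inactive = IC50 of 40 µM or more, or never dose-tested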
HT1080 cytotoxicity: cytotoxicity in HT1080 fibrosarcoma cells, cell-based, fluorescence readout (AID 620) | HT1080 viability, fluorescence; higher % means a stronger effect | cytotoxicity, % at 10 µM; hits with a dose series show EC50 in µM | hit rate 0.42% among 87,000;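 note: cells exposed to compound overnight then 4 h with Alamar Blue; 0% = vehicle DMSO and 100% = killing control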
Spn DPM-DC inh: blocks S. pneumoniae diphosphomevalonate decarboxylase; purified DPM-DC, PK/LDH coupled NADH fluorescence; calls only at 10 µM; hit rate 0.49% among 65,000; AID 556;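 active = the 320 compounds with the highest percent inhibition in the single-dose primary screen, excluding strongly autofluorescent ones, cut at about 32% in these data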;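 note: kinetic rate of NADH fluorescence loss reporting ADP formed by the decarboxylase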
KRASV12 cytotoxicity: viability loss of HPDE-C7K cells – cell-based, fluorescence, HTS, primary screen (AID 431). HPDE-C7K KRASV12 cells, Alamar Blue viability, 48 h; higher % means a stronger effect. cytotoxicity, % at 10 µM; hits with a dose series show EC50 in µM. hit rate 1.7% among 63,000;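 active = compounds whose percent cytotoxicity in the single-dose primary screen, scaled between solvent and toxic-drug controls, exceeds 50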;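 note: 0% = DMSO solvent wells and 100% = doxorubicin-treated wells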
PMK inhibit: inhibitors of Streptococcus pneumoniae phosphomevalonate kinase; inhibition, % at 10 µM; purified PMK, PK/LDH-coupled NADH absorbance 340 nm; AID 539; hit rate 0.49% among 65,000;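 active = top-ranked compounds by inhibition in the single 10 µM screen, taking a fixed number of the strongest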;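 note: 0% = full reaction with DMSO carrier and 100% = background rate without enzyme reaction; no value below 0 was filed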
Bfl-1 displacement: Bfl-1 inhibitors, primary screen, biochemical, fluorescence polarization, FITC-Bid, mouse (AID 432); FITC-Bid BH3 peptide fluorescence polarization displacement; higher % means a stronger effect; displacement, % at 20 µM, or IC50 in µM where a hit was titrated; hit rate 0.02% among 64,000; in the data active = a potency from the dose series; inactive = the rest, 99 in 100 with displacement below about 15%; note: strong numbers were not always called active
Alkaline phosphatase: human TNAP enzyme inhibitors, biochemical, luminescent (AID 518); purified TNAP enzyme, luminescent substrate readout; higher % means a stronger effect; inhibition, % at 20 µM, or IC50 in µM where a hit was titrated; hit rate 0.09% among 64,000; in the data active = a potency from the dose series; inactive = the rest, 99 in 100 with inhibition below about 22%;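 note: plate controls were vehicle for no effect and reference inhibitor for full effect; many of its hits are not listed in these tables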
Spn MK inh: blocks S. pneumoniae mevalonate kinase; purified MK, PK/LDH-coupled NADH absorbance 340 nm; inhibition, % at 10 µM; hit rate 0.48% among 65,000; AID 555;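 active = ranked among the strongest by inhibition in the single 10 µM screen, a fixed top-ranked set picked for dose follow-up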; note: no value below 0 was filed
HPDE-C7 cytotoxicity: HPDE-C7 pancreatic duct cell viability loss – fluorescence, HTS (AID 430); cytotoxicity, % at 10 µM; hits with a dose series show EC50 in µM; hit rate 1.8% among 63,000; HPDE-C7 pancreatic duct cells viability, fluorescence; higher % means a stronger effect;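 note: cells exposed to compound for 48 hours before viability readout; 0% = vehicle and 100% = reference cytotoxic drug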
PMK inhibit pilot replicates: second read-out of PMK inhibit, no call of its own (marks repeat the call); inhibition, %; measured here: pilot screen replicates
Spn MK inh pilot replicates: second read-out of Spn MK inh, no call of its own (marks repeat the call); inhibition, %; measured here: pilot screen replicates
Spn DPM-DC inh pilot screen %: further read-out of Spn DPM-DC inh, marked with its call; inhibition, %; measured here: pilot screen trials
* hit, by the source's call; i = inactive; x = no result given. Cut-off read from the data, not from the text of the source, unless noted: active = cytotoxicity above about 50%; inactive = the rest.

SMILES	LYP phosphatase	HT1080 cytotoxicity	Spn DPM-DC inh	KRASV12 cytotoxicity	PMK inhibit	Bfl-1 displacement	Alkaline phosphatase	Spn MK inh	HPDE-C7 cytotoxicity	others
O=C1CN(C(=O)c2ccc(Br)o2)C(c2ccccc2)c2cc(F)ccc2N1 (stereo not given)	4%	4%	i	3%	9	-3%	12%	1	-8%
COc1ccc(NC(=O)Nc2ccc(N(C)C)cc2)cc1	-4%	5%	i	-12%	1	-4%	8%	14	-14%
CCN=C1SC(CC(=O)Nc2sc3c(c2C#N)CCCC3)C(=O)N1CC (stereo not given)	x	0%	i	-4%	0	-12%	4%	4	-11%
COCCOC(=O)C1=C(C)Nc2ncnn2C1c1ccc(F)cc1 (stereo not given)	3%	5%	i	0%	16	3%	7%	12	1%	PMK inhibit pilot replicates=7.5;Spn MK inh pilot replicates=0.0;Spn DPM-DC inh pilot screen %=3.5
Cc1ccc2oc3c(c(=O)c2c1)C(c1cccs1)N(CCCN(C)C)C3=O (stereo not given)	4%	-2%	i	-10%	12	-3%	-1%	0	-17%
Cn1cc(C(=O)NCN2CCCCC2)c2ccccc21	3%	5%	i	0%	10	-1%	13%	0	-10%
COC(=O)C1=C(N)Oc2cc(C)n(CC3CCCO3)c(=O)c2C1c1ccccc1 (stereo not given)	15%	x	i	-17%	14	-7%	10%	4	4%
Nc1c(S(=O)(=O)c2cccc(Cl)c2)c2nc3ccccc3nc2n1CCN1CCOCC1	1%	18%	x	2%	10	-11%	5%	5	-2%
CCOC(=O)c1ccc(N2C(=O)CC(C3CCCO3)C2=O)cc1 (stereo not given)	-4%	-4%	i	-11%	17	-2%	4%	13	-15%
c1coc(Cn2c(SCc3nc4ccccc4[nH]3)nnc2-c2cnccn2)c1	0%	-2%	i	1%	9	-6%	1%	6	-14%
CCN(CC)C(=O)CSc1nc(O)cc(=O)n1CC	8%	-5%	i	-15%	10	7%	19%	0	-3%
CCN(CC)CCOc1cccc(C(C)C)c1	-7%	-3%	i	4%	1	-7%	10%	32	-7%	PMK inhibit pilot replicates=1.0;Spn MK inh pilot replicates=3.5;Spn DPM-DC inh pilot screen %=1.0
O=c1c2c3c(sc2n(CCN2CCCC2)c(=O)n1Cc1ccco1)CCCCC3	11%	4%	i	8%	2	-2%	1%	7	2%
COc1ccc(NC(=O)N(CCC(C)C)C(C)c2ccccn2)c(OC)c1 (stereo not given)	3%	-1%	i	-6%	0	-8%	12%	5	-2%
CCOC(=O)C1=C(C)N=C2SC(C)C(=O)N2C1c1ccc(C(=O)OC)cc1 (stereo not given)	11%	-8%	i	-21%	6	-8%	13%	0	-11%
Cc1scc(C(=O)NCc2ccco2)c1-c1ccccc1	14%	2%	i	-23%	0	-1%	7%	8	-10%
Cc1onc(-c2ccccc2Cl)c1C(=O)NCCN1CCOCC1	12%	2%	i	-11%	18	-4%	8%	0	-22%
CC(=O)N(CC(=O)Nc1nn(-c2ccccc2)nc1C(N)=O)Cc1ccccc1	0%	34%	i	-2%	11	4%	10%	3	-8%
Nc1nc(CSc2ccccn2)nc(Nc2ccccc2)n1	2%	8%	i	-11%	4	-2%	6%	2	4%
CCSc1sccc1C1C(C#N)=C(N)N(c2cccnc2)C2=C1C(=O)CC(C)(C)C2 (stereo not given)	3%	4%	i	31%	7	-4%	4%	7	-5%
Oc1c(C(Nc2ccccn2)c2ccccn2)ccc2cccnc12 (stereo not given)	-1%	48%	i	x	0	17%	-24%	0	18µM*
CCNc1nc(NC(C)(C)C)nc(N(CC)n2cnnc2)n1	-4%	-14%	i	-21%	7	-2%	13%	12	-14%
COC(=O)c1ccc(CN(c2ccccc2OC)S(=O)(=O)c2cccs2)o1	7%	12%	i	4%	14	-16%	13%	0	-9%	PMK inhibit pilot replicates=0.5;Spn MK inh pilot replicates=0.0;Spn DPM-DC inh pilot screen %=0.5
COc1nc(Nc2ccc(O)cc2)nc(OC(C(F)(F)F)C(F)(F)F)n1	x	-10%	i	-13%	17	-2%	-7%	12	-6%
O=C(Nc1ccc2c(c1)nc1n2CCSC1)c1ccco1	-9%	-11%	i	-18%	0	-5%	12%	2	-4%
Cc1cc(N2CCC(N(C)C3CCCC3)CC2)nc2cc(O)ccc12	x	4%	x	12%	7	-4%	6%	5	17%
COc1ccccc1-c1nc2n(n1)C(c1cccs1)C(C(=O)Nc1cccnc1)=C(C)N2 (stereo not given)	3%	-11%	i	-6%	0	-3%	10%	1	-14%	PMK inhibit pilot replicates=6.0;Spn MK inh pilot replicates=0.5;Spn DPM-DC inh pilot screen %=0.0
CCOC(=O)Nc1cc(C(=O)OC)cc(C(=O)OC)c1	10%	-3%	i	-3%	18	4%	12%	3	4%
CCN(CC)S(=O)(=O)c1ccc(C(=O)OCCN2C(=O)CCC2=O)cc1	-2%	-8%	i	-3%	0	1%	4%	0	3%
Cc1ccc(C)c(NC(=O)C2CCC(C)(C(=O)O)C2(C)C)c1 (stereo not given)	10%	-1%	i	-25%	7	-1%	-3%	3	-27%	PMK inhibit pilot replicates=0.5;Spn MK inh pilot replicates=2.0;Spn DPM-DC inh pilot screen %=4.0
CCOC(=O)N1CCN(C(=O)c2ccc(CS(=O)(=O)c3ccccc3OC)o2)CC1	13%	29%	i	-3%	7	-10%	x	6	-10%
CCOc1ccc(CNc2ccc(N3CCCC3)cc2)cc1	7%	-9%	i	11%	6	-7%	11%	0	17%
N#Cc1ccccc1NC(=O)c1ccccc1OCC(=O)Nc1ccc2c(c1)oc1ccccc12	2%	9%	i	8%	4	-3%	15%	3	13%
COCCn1c(SCC(=O)c2ccc(Cl)cc2)nnc1C(C)C	4%	1%	i	-4%	10	-6%	14%	10	-4%
CCOC(=O)c1[nH]c(C)c(CN(Cc2ccco2)C(=O)C(F)(F)F)c1C	4%	-5%	i	6%	6	2%	5%	0	0%
COCCNC(=O)c1ccc(Cl)c(Cl)c1	-15%	6%	i	-2%	0	-2%	19%	7	2%	PMK inhibit pilot replicates=0.5;Spn MK inh pilot replicates=3.5;Spn DPM-DC inh pilot screen %=5.0
CC(C)Oc1ccc(C(=O)N(Cc2ccco2)C2CCS(=O)(=O)C2)cc1 (stereo not given)	-14%	-4%	i	3%	0	2%	16%	7	-7%
COc1cccc(N2CCN(Cc3cccnc3)CC2)c1	-11%	3%	i	7%	0	-5%	11%	51*	8%	PMK inhibit pilot replicates=4.0;Spn MK inh pilot replicates=1.5*;Spn DPM-DC inh pilot screen %=0.0
Cc1ccc(-c2nnn(CC(=O)N(CC(=O)NCC3CCCO3)c3ccccc3)n2)o1 (stereo not given)	2%	-6%	i	6%	3	-2%	6%	7	3%	PMK inhibit pilot replicates=1.0;Spn MK inh pilot replicates=0.5;Spn DPM-DC inh pilot screen %=1.5
CCC(C)(CC(=O)N(C)CCC#N)c1ccccc1 (stereo not given)	2%	2%	x	-17%	x	-3%	7%	x	-31%
N#CC1=C(SCc2ccccc2)NC2=C(C(=O)CCC2)C1c1ccc2c(c1)OCO2 (stereo not given)	x	-4%	i	38%	5	2%	8%	1	33%
COc1ccc(Cl)cc1S(=O)(=O)Nc1cccc(C(=O)O)c1	x	-3%	i	-4%	4	-8%	10%	1	-4%
CC(C)(C)NC(=O)C1CC(=O)OC12CCCCC2 (stereo not given)	13%	1%	i	-2%	11	-7%	9%	9	-8%
CCCc1nnc(NC(=O)CSc2ncn[nH]2)s1	-5%	-6%	i	-10%	15	-3%	10%	5	-2%
Cc1ncoc1C(=O)Nc1ccccc1C(N)=O	13%	22%	i	-10%	8	-3%	18%	5	-31%	PMK inhibit pilot replicates=3.5;Spn MK inh pilot replicates=0.0;Spn DPM-DC inh pilot screen %=1.5

An excerpt from the list above:
SMILES	LYP phosphatase	HT1080 cytotoxicity	Spn DPM-DC inh	KRASV12 cytotoxicity	PMK inhibit	Bfl-1 displacement	Alkaline phosphatase	Spn MK inh	HPDE-C7 cytotoxicity	others
CCOC(=O)N1CCN(C(=O)c2ccc(CS(=O)(=O)c3ccccc3OC)o2)CC1	13%	29%	i	-3%	7	-10%	x	6	-10%
CCOc1ccc(CNc2ccc(N3CCCC3)cc2)cc1	7%	-9%	i	11%	6	-7%	11%	0	17%

Next section:
SMILES	LYP phosphatase	HT1080 cytotoxicity	Spn DPM-DC inh	KRASV12 cytotoxicity	PMK inhibit	Bfl-1 displacement	Alkaline phosphatase	Spn MK inh	HPDE-C7 cytotoxicity	others
O=C(Cn1cccc1)N1CCc2ccccc21	0%	6%	i	7%	9	6%	6%	5	-1%
c1ccc(N2CCN(c3nc(-c4ccccn4)nc4ccccc34)CC2)cc1	12%	-17%	i	4%	0	-2%	6%	0	3%
CCC1(C)Cc2c(sc3[nH]c(=O)[nH]c(=O)c23)CS1 (stereo not given)	9%	-6%	x	-9%	4	-5%	-3%	3	-12%
CC(=O)c1cccc(NC(=O)C2CC(=O)N(c3cccc(C)c3C)C2)c1 (stereo not given)	-1%	x	i	-11%	0	3%	11%	8	-12%
CC(C)CCOCC(=O)Oc1ccccc1C(=O)O	18%	6%	i	13%	18	5%	21%	11	6%
COc1ccc(CNC(=O)CN2CCC(C(=O)c3ccc(OC)cc3)CC2)cc1	-9%	-1%	i	2%	18	2%	8%	0	6%
CC(NC(=O)C1CCCCC1)c1ccc2c(c1)OCCO2 (stereo not given)	9%	2%	i	-10%	1	0%	7%	8	-7%
Cc1ccc(Nc2cc(-n3nc(C)cc3C)ncn2)cc1	9%	2%	i	4%	8	0%	8%	3	7%	PMK inhibit pilot replicates=1.0;Spn MK inh pilot replicates=0.0;Spn DPM-DC inh pilot screen %=3.0
CN1c2ccccc2-c2nc3ccccc3n2C1c1ccco1 (stereo not given)	x	1%	x	30%	6	1%	3%	5	24%

Nine successive compounds from above, for reference:
SMILES	LYP phosphatase	HT1080 cytotoxicity	Spn DPM-DC inh	KRASV12 cytotoxicity	PMK inhibit	Bfl-1 displacement	Alkaline phosphatase	Spn MK inh	HPDE-C7 cytotoxicity	others
CC(C)(C)NC(=O)C1CC(=O)OC12CCCCC2 (stereo not given)	13%	1%	i	-2%	11	-7%	9%	9	-8%
CCCc1nnc(NC(=O)CSc2ncn[nH]2)s1	-5%	-6%	i	-10%	15	-3%	10%	5	-2%
Cc1ncoc1C(=O)Nc1ccccc1C(N)=O	13%	22%	i	-10%	8	-3%	18%	5	-31%	PMK inhibit pilot replicates=3.5;Spn MK inh pilot replicates=0.0;Spn DPM-DC inh pilot screen %=1.5
O=C(Cn1cccc1)N1CCc2ccccc21	0%	6%	i	7%	9	6%	6%	5	-1%
c1ccc(N2CCN(c3nc(-c4ccccn4)nc4ccccc34)CC2)cc1	12%	-17%	i	4%	0	-2%	6%	0	3%
CCC1(C)Cc2c(sc3[nH]c(=O)[nH]c(=O)c23)CS1 (stereo not given)	9%	-6%	x	-9%	4	-5%	-3%	3	-12%
CC(=O)c1cccc(NC(=O)C2CC(=O)N(c3cccc(C)c3C)C2)c1 (stereo not given)	-1%	x	i	-11%	0	3%	11%	8	-12%
CC(C)CCOCC(=O)Oc1ccccc1C(=O)O	18%	6%	i	13%	18	5%	21%	11	6%
COc1ccc(CNC(=O)CN2CCC(C(=O)c3ccc(OC)cc3)CC2)cc1	-9%	-1%	i	2%	18	2%	8%	0	6%

Assay outcomes: PubChem, several laboratories
